# Screening data deposited in PubChem by National Center for Advancing Translational Sciences (NCATS).
# FLuc inh: Photinus pyralis luciferase inhibition | P08659 | 76,000 compounds, 2.5% hits | Potency, µM (highest dose often 115 µM), for the others: at the highest dose activity change, negative = inhibition, most hits filed as inhibitors | purified P. pyralis luciferase, luminescence, biochemical; also: potency is read from the fitted curve at half-maximal effect; nearly all actives have a fitted effect of over 65% in size
#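 Luminescence read by CCD imager after adding enzyme (10nM final) to wells holding compound, titrated in qHTS. Substrates 10uM each D-luciferin and ATP; buffer 50mM Tris acetate pH 7.5, 10mM Mg acetate, Tween-20, BSA.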
# IP6K1 inhibitor: IP6K1 kinase inhibition. Q92551. IP6K1 kinase, ADP-Glo luminescence, 2 h; stronger effect = lower value. activity change, % (series mostly up to about 58 µM). 140,000 compounds, 0.81% hits; in the data active = activity change below about -25%
# Target sequence (Q92551 whole entry, looked up): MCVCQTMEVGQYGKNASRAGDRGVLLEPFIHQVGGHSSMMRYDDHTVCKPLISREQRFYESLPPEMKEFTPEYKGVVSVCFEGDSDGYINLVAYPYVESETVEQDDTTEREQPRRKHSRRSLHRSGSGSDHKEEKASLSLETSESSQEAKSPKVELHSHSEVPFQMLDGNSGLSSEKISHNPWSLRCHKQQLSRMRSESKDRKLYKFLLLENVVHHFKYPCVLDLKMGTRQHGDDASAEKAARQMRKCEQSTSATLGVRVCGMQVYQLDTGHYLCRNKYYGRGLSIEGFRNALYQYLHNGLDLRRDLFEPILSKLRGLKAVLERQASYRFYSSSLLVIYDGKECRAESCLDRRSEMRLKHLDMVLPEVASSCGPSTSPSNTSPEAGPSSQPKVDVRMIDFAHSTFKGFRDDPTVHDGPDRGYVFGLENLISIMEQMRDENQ
#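 ADP-Glo luminescence measures ADP made by human IP6K1 during a 2 h RT reaction with ATP/IP6 (mix at 1.3 mM/130 uM); top library doses 57.5 and 19.1 uM final.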
# SNCA expr inh: inhibitors of alpha-synuclein (SNCA) gene expression | HEK-293 SNCA-luciferase knock-in, luminescence, 24 h | Potency, µM (top dose mostly 57.2 µM), for inactives: at the highest dose activity change, negative = inhibition, hits mostly inhibitors | 140,000 compounds, 0.17% hits | AID 1671194;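 also: potency is read from the fitted curve at half-maximal effect; plate controls were DMSO cells for no effect and cell-free wells for full effect; nearly all actives have a fitted effect of over 45% in size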
# HEK293 tox: cytotoxic compounds in HEK 293 cells. HEK 293 viability, ATP luminescence (CellTiter-Glo), 48-72 h. Potency, µM (titrated, usually from 115 µM), for inactives: at the highest dose activity change, negative = cytotoxicity, usual class: inhibitors. 94,000 compounds, 6.6% hits. AID 1345083; also: potency is read from the fitted curve at half-maximal effect; nearly all actives have a fitted effect of over 60% in size
#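 HEK 293 cells at 250 cells/well were exposed to compounds by pintool transfer for 48 or 72 hr at 37 degree Celsius, 5% CO2. Viability was read as ATP-coupled luminescence with CellTiter-Glo after 10 min at room temperature.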
# NIH3T3 tox: NIH 3T3 cell cytotoxicity | NIH 3T3 viability, CellTiter-Glo ATP luminescence, 48-72 h | Potency, µM (highest dose often 96.7 µM), without a hit: at the top dose activity change, negative = cytotoxicity, usual class: inhibitors | 94,000 compounds, 4.3% hits | AID 1345082; also: potency is read from the fitted curve at half-maximal effect; nearly all actives have a fitted effect of over 55% in size
#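 First NIH 3T3 cells are plated at 400 cells/well; next compound is pinned in; then plates incubate 48 or 72 hr at 37 °C; finally CellTiter-Glo is added and luminescence read after 10 min.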
# SNCA viab count: cell viability loss counter-screen; Potency, µM (top dose mostly 57.1 µM), for the others: at the highest dose activity change, negative = cytotoxicity, actives largely listed as cytotoxic; 150,000 compounds, 0.12% hits; HEK-293-SNCA-luc viability, GF-AFC fluorescence, 24 h;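 also: potency is read from the fitted curve at half-maximal effect; 0% = DMSO-treated cells and -100% = medium-only wells without cells; nearly all actives have a fitted effect of over 30% in size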
#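 HEK-293-SNCA-luc cells (1500/well) plated 24 h, then exposed 24 h to a dilution series; GF-AFC added 30 min at 37C, fluorescence 405/540 nm; normalised to medium-only and DMSO wells, Hill fit.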
# GPT2 inh: GPT2 alanine aminotransferase inhibition | Potency, µM (titrated, usually from 57.7 µM), without a hit: at the top dose activity change, negative = inhibition, usual class: inhibitors | Recombinant GPT2, coupled pyruvate oxidase/HRP Amplex Red fluorescence | Q8TD30 | 100,000 compounds, 0.25% hits; also: potency is read from the fitted curve at half-maximal effect; nearly all actives have a fitted effect of over 60% in size; many of its hits are not listed in these tables
# Target sequence (Q8TD30 whole entry, looked up): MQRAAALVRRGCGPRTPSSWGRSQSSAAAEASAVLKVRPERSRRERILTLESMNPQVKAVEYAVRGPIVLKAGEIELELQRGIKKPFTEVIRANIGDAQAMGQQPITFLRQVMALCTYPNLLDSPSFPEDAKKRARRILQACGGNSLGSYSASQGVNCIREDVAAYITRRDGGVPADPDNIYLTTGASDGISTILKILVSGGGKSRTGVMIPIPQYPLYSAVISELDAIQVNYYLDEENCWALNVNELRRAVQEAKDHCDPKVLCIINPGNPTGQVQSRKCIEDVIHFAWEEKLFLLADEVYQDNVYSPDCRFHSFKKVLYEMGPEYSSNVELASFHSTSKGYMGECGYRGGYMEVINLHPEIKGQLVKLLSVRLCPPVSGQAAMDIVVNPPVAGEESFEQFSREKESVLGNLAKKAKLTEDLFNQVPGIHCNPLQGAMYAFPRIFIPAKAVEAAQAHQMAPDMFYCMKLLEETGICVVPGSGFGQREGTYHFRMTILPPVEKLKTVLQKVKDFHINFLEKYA
#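 Recombinant GPT2 (10ng/uL) with 250uM a-KG and 2mM L-alanine, 30 min at room temperature, in HEPES pH 7.5 buffer. Pyruvate detected by pyruvate oxidase/HRP/Amplex Red fluorescence after 30 min in the dark; AOA (50uM) as positive control.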
# The depositor's hits bear a star; i = inactive; ? = inconclusive; / = not tested or not shown; & = joins results of further samples; ! = a repeat was not active; [ ] = dose if it differs, or a comment. Unless noted, calls follow the shape of the dose curve; as a rule, active = well fitted curve in the direction sought with a large enough effect; inconclusive = small, poorly fitted or top-dose-only effect, or another doubt; inactive = no such curve, though single readings can be large; an effect the other way counts as inactive or inconclusive. Unless noted, % is scaled to controls: 0 for no effect and ±100 for the full control effect. Not all compounds are listed; rates above refer to the full screens.
SMILES,FLuc inh,IP6K1 inhibitor,SNCA expr inh,HEK293 tox,NIH3T3 tox,SNCA viab count,GPT2 inh
COc1ccc(CC(=O)NC2CC(=O)N(c3ccc(C)c(C)c3)C2)cc1OC (stereo not given),/,-12,-8%,/,/,0%,/
COCCN1C(=O)c2cccn2CC1CNC(=O)c1ccc2ncccc2c1 (stereo not given),1%,12,-5%,-10%,-3%,9%,i
COc1ccccc1Nc1ncnc2c1nc1n2CCCCC1,/,28,62%[activator],/,/,-7%,/
CN(C1CCc2nn(C)c(=O)n2CC1)S(=O)(=O)c1ccc(Cl)s1 (stereo not given),2%,3,5%,i,-12%,4%,i
CC(C)C[C@@H](NC(=O)C1=C[C@@H](NC(=O)c2cnccn2)[C@@H](O)[C@H](O)C1)C(N)=O,-3%[172 µM],1,-6%[87.6 µM],-8%[172 µM],-15%[174 µM],11%[87.6 µM],-8%[88.5 µM]
COCCNC(=O)C1CCCCN1Cc1ccc(-c2ccccc2OC)cc1 (stereo not given),/,9&17,/,45µM*!,?,/,/
CN1CC2(CCCN(Cc3ccc(-c4ccccn4)cc3)C2)OC1=O (stereo not given),-16%,2,-3%,?,-22%,0%,-3%
CC(CCc1ccccc1)NC(=O)c1ccc2nnc(C3CCOCC3)n2c1 (stereo not given),/,-10,/,-11%,-26%,/,/
COc1ccc(NC(=O)CSc2nccn2Cc2ccco2)c(OC)c1,/,-20,31%[activator],/,/,-4%,/
O=C(CCn1ccnc1)N1CCC2(CCC(=O)N(CC3CC3)CC2)CC1,2%,-3,3%,1%,-1%,6%,i
Cc1cnc(CC2CCN(C(=O)Nc3ccccc3)C2)n1CC1CC1 (stereo not given),7%,-10,27%,-16%,-4%,?,3%
COC(=O)c1cccc(NC(=O)N2CCC3(CCC(=O)N(Cc4ccccc4)CC3)CC2)c1,-5%,8,-1%,?,?,-8%,i
CO[C@H]1CN(C(C)C)[C@H]1C1CCN(C(=O)CCc2ccccc2)CC1,/,10,12%,-27%,-12%,9%,i
Cn1ccc2c(C(=O)NCCC(N)=O)nc(-c3ccccc3C(F)(F)F)cc21,-12%[172 µM],-12,10%[87.6 µM],?,?,1%[87.6 µM],-4%[88.5 µM]
CCCCNC(=O)Cc1csc2nc(C)c(-c3cc(C)n(-c4cccc(C)c4C)n3)c(=O)n12,-6%,-3,-17%,?,?,?,?
CC(=O)N1CCC2(CC1)CC(CC(=O)Nc1cccc(F)c1)CCO2 (stereo not given),/,-7,8%,4%,-7%,-14%,-4%
COCCCNc1nc(-c2c(C)noc2C)cc2cc(C(C)C)oc12,-6%[172 µM],-13,30%[87.6 µM],89µM*,?,10%[87.6 µM],0%[88.5 µM]
Cc1cc2c(cc1S(=O)(=O)NCc1ccccc1Cl)OCC(=O)N2,/,-5,27%,/,/,-8%,/
O=c1c2ccccc2n2c(-c3ccccc3F)nnc2n1CCc1ccccc1,/,5,44%[activator],/,/,-3%,/
C=CCNC(=O)N[C@H]1CO[C@H]2[C@@H]1OC[C@@H]2Nc1nccc(-c2ccc(OC)cc2)n1,12%[172 µM],-6,?,89µM*,?,-5%[87.6 µM],-1%[88.5 µM]
Cc1nc(-c2ccc(Cl)cc2)sc1CCNC(=O)c1cccs1,/,25,54%[activator],/,/,-18%,/
CCOc1ccc(NC(=O)N2CCC(CN3CCCCCC3)CC2)cc1,/,10,-3%,/,/,-5%,/
CCN(Cc1ccncc1)C(=O)c1coc(COc2cccc(C(F)(F)F)c2)n1,-8%,3,-12%,?,?,-3%,4%
O=C(Nc1ccccc1)c1nc2c(o1)CCN(Cc1cccc(Cl)c1)CC2,1.6µM*,-8,4%[87.6 µM],?,?,-20%[87.6 µM],-7%[88.5 µM]
CCc1ccccc1NC(=O)Cn1c(=O)nc(-c2ccccc2)c2ccccc21,/,6,44%[activator],/,/,11%,/
COc1ccc(C(=O)c2cn(Cc3ccc(C)cc3)c3cc4c(cc3c2=O)OCO4)cc1,/,7,-14%,/,/,?,/
CC(C)CC(=O)N1C[C@@H]2CCCN3CCC[C@@H]([C@H]23)[C@H]1CCCC(=O)N1CCOCC1,/,8,5%,-29%,-36%,3%,i
Cc1ccccc1NC(=O)c1ccc(F)c(S(=O)(=O)N2CCN(c3ccccc3F)CC2)c1,/,0,-21%,/,/,-1%,/
CC1CCN(C(=O)C2CCN(C(=O)N3CC4CC(C3)[C@H]3CCCC(=O)N3C4)CC2)CC1 (stereo not given in full),0%,4,-12%,-2%,i,-2%,?
Cc1ccc(OCC(=O)Nc2cccc(-c3nc4ccccc4s3)c2)cc1,/,27,28%,/,/,10%,/
COc1ccccc1-c1ccc(C(=O)N2CCC(C(=O)NCCc3ccc(Cl)cc3)CC2)cc1,/,5,-7%,?,32µM*,-8%[12.5 µM],-8%
CCOc1ccc(-n2c(=O)c3c(C)c(C)sc3n(CC(=O)N3CCC(C)CC3)c2=O)cc1,/,10,-25%,/,/,?,/
CC(C)c1cnc2c(c1SCC(=O)N1CCCCC1)c(=O)n(C)c(=O)n2C,/,1,13%,/,/,?,/
CC(C)c1ccc(NC(=O)CN2C(=O)CSc3ccc(S(=O)(=O)N4CCCC4)cc32)cc1,/,0,-11%,/,/,-8%,/
Cc1ccc2c(C(=O)NCCc3cccs3)cc(NC(=O)C3CCC3)cc2n1,?,12,-18%,?,?,-4%,-4%
CC(C)(C)C(O)/C=C/c1ccc2c(c1)OCO2 (stereo not given),/,-2,62%[25.6 µM],/,/,-3%[23.9 µM],-6%

# Five neighbouring entries out of the list so far:
SMILES,FLuc inh,IP6K1 inhibitor,SNCA expr inh,HEK293 tox,NIH3T3 tox,SNCA viab count,GPT2 inh
CCc1ccccc1NC(=O)Cn1c(=O)nc(-c2ccccc2)c2ccccc21,/,6,44%[activator],/,/,11%,/
COc1ccc(C(=O)c2cn(Cc3ccc(C)cc3)c3cc4c(cc3c2=O)OCO4)cc1,/,7,-14%,/,/,?,/
CC(C)CC(=O)N1C[C@@H]2CCCN3CCC[C@@H]([C@H]23)[C@H]1CCCC(=O)N1CCOCC1,/,8,5%,-29%,-36%,3%,i
Cc1ccccc1NC(=O)c1ccc(F)c(S(=O)(=O)N2CCN(c3ccccc3F)CC2)c1,/,0,-21%,/,/,-1%,/
CC1CCN(C(=O)C2CCN(C(=O)N3CC4CC(C3)[C@H]3CCCC(=O)N3C4)CC2)CC1 (stereo not given in full),0%,4,-12%,-2%,i,-2%,?

# Later entries.
SMILES,FLuc inh,IP6K1 inhibitor,SNCA expr inh,HEK293 tox,NIH3T3 tox,SNCA viab count,GPT2 inh
NCCn1cc(C(=O)NC2C3CN4CCN(C3)CC2(c2ccccc2)C4)nn1 (stereo not given),8%,5,-11%,2%,3%,-4%,i
CCOC(=O)N1CCc2c(sc3c2c(=O)n(-c2ccc(F)cc2)c(=O)n3CC(=O)c2ccc(Cl)cc2)C1,/,-3,-17%,/,/,12%,/
CCc1ccc(N2CC(c3noc(-c4ccncc4)n3)CC2=O)cc1 (stereo not given),-3%,-8,-13%,?,?,-3%,i
COc1ccc(CNC(=O)Cn2c(=O)nc(-c3ccccc3)c3cc(Cl)ccc32)cc1OC,/,15,92%[activator],/,/,3%,/
CNC(=O)C1CCC(Cn2c(=O)c3sccc3n(CC(=O)NCc3cccc(OC)c3)c2=O)CC1 (stereo not given),/,-13,?,/,/,21%,/
CCOC(=O)c1cnc(N2CCN(c3ccc(OC)cc3)CC2)c2ccccc12,/,9,-4%,/,/,2%,/
O=C1NCCN2CC3(CCN(C(=O)CCCc4ccccc4)CC3)CC12 (stereo not given),/,9,31%[activator],-13%,-17%,4%,i
Cc1ccc(NC(=O)CN2C(=O)CCSc3ccccc32)c(C)c1,/,0,-16%,/,/,-9%,/
CC1CCC2(CC1)NC(=O)N(CC(=O)N1CCCc3ccccc31)C2=O (stereo not given),6%,10,18%,-12%,-8%,-14%,2%
COc1cc(C(CC(=O)NCc2ccc(F)cc2)N2Cc3ccccc3C2=O)cc(OC)c1OC (stereo not given),/,3,19%,/,/,-22%,/
CCCN1C(=O)c2[nH]nc(-c3ccccc3O)c2C1c1ccc(OCc2ccccc2)c(OCC)c1 (stereo not given),/,-4,?,/,/,?,/
Cc1nnc(-c2cc(-c3cccc(F)c3)ccn2)n1Cc1ccccc1,-11%[172 µM],-1,25%[87.6 µM],89µM*,?,-16%[87.6 µM],i
O=C(NC1CC1)c1ccccc1OCC1CCCN(C2CCCCC2)C1 (stereo not given),4%,14,-10%,?,-24%,1%,?
Cc1noc([C@@H]2CN(Cc3ccc(C)o3)C[C@H]2CO)n1,-11%,-14,-13%,-22%,?,6%,i
COc1ccc(Nc2nc(Nc3ccc(OC)cc3OC)nc(N3CCOCC3)n2)c(OC)c1,/,27,14%,/,/,-5%,/
COc1ccc(C2C(=O)N(C3CCCCC3)CC(=O)N2Cc2ccccc2Cl)cc1OC (stereo not given),/,5,42%[activator],/,/,4%,/
COc1cccc(C(=O)N2CCC3(CC2)OCC(C(=O)NCC(C)C)N3C(=O)c2ccc(F)cc2)c1 (stereo not given),-1%,-2,0%,2%,-19%,-4%,-5%
COc1ccc(-c2cn3c(n2)sc2cc(C(=O)NC4CCCc5ccccc54)ccc23)cc1 (stereo not given),/,-5,133%[activator],/,/,2%,/
O=C(N[C@@H]1CN(C(=O)C2CC2)CC[C@@H]1CO)C1CC1,-3%,21,15%,-3%,-1%,-5%[12.5 µM],0%
CCOC(=O)c1c(-c2ccccc2)csc1NC(=O)c1cc(-c2ccc(Cl)cc2)on1,/,-6,40%[activator],/,/,8%,/
Cc1cc2nn(-c3ccccc3)nc2cc1NC(=O)c1cccc2c(Cl)cccc12,/,-17,28%,/,/,0%,/
NC(Cc1cccc(-c2ccccc2CP(=O)(O)O)c1)C(=O)O (stereo not given),/,/,-4%,/,/,8%,-11%
CCOC(=O)C1(C)C=C(Nc2cccc(C(=O)O)c2)C(=O)N1c1cccc(C(=O)O)c1 (stereo not given),/,-5,53%,/,/,18%,/
CCN(c1ccccc1)C(CNS(=O)(=O)c1ccccc1)c1ccccc1 (stereo not given),/,4,?,/,/,-20%,/
COc1ccccc1CNC(=O)c1cc2cn(C(C)C)cc2s1,-8%,3,2%,?,-25%,8%,1%
Cc1ccc(-n2c(=O)c3c(cnn3C)n(Cc3ccc(Cl)cc3)c2=O)cc1,/,-1,-4%,/,/,-26%,/
Cc1noc(C)c1CC(=O)N1CCCC2(C1)Nc1cccnc1NC2=NCc1ccccc1 (stereo not given),0%,12,3%,-8%,-23%,3%,-1%
